RNase H inhibition = RNase H inhibition, HIV 1 Gag Pol polyprotein, FRET biochemical assay, screening (AID 372) | HIV-1 RT RNase H, FRET RNA/DNA substrate fluorescence; higher % means a stronger effect | inhibition, % at 10 µM, or IC50 in µM where a hit was titrated | 100,000 tested, 0.77% active; in the data active = inhibition above about 50%
Active calls of the source: *. A portion of the library; rates above refer to the full screens.

SMILES	RNase H inhibition
Cc1cccc(NC(=O)c2ccc3ccccc3n2)c1	0.0%
O=C(CCNc1n[nH]c(=O)[nH]c1=O)N/N=C/c1c[nH]c2ccccc12	10.0%
Cc1oc2cc(OCc3ccc([N+](=O)[O-])cc3)ccc2c(=O)c1-c1nc2ccccc2n1C	19.0%
Cc1ccc2c(Cl)c(C(=O)NCC3CCCO3)sc2c1 (stereo not drawn)	3.0%
CCSc1nnc(NC(=O)c2ccc(Cl)c([N+](=O)[O-])c2)s1	3.0%
COc1cc(/C=N\NC(=O)CNc2ccccc2C)ccc1OC(C)=O	4.0%
CC(NC(=S)NCc1ccccc1)C1COc2ccccc2O1 (stereo not drawn)	15.0%
O=S1(=O)N=C(OCc2ccccc2)c2ccccc21	0.0%
COc1ccc(C(=O)N/N=C(/C)CC(C)C)cc1	9.0%
COc1cc(C(=O)OCC(=O)c2cccc([N+](=O)[O-])c2)cc(OC)c1OC	16.0%
CC1=CC(C)(C)Nc2ccc(OC(=O)C3CCCO3)cc21 (stereo not drawn)	3.0%
CC(C)(C)C1CCc2c(sc(NC(=O)c3ccc(F)cc3)c2C(N)=O)C1 (stereo not drawn)	5.0%
O=[N+]([O-])c1ccc(O)c(/C=N/Nc2nncc3ccccc23)c1	5.0%
C=CCN1C(=O)NC(=O)/C(=C\c2ccccc2OCc2ccc([N+](=O)[O-])cc2)C1=O	9.0%
Cc1c(NC(=O)/C=C/c2cccc3ccccc23)c(=O)n(-c2ccccc2)n1C	12.0%
COc1ccc(NC(=O)C(=O)NCc2ccccc2Cl)cc1	9.0%
CC(C)CCOc1cccc(C(=O)Nc2ccc(Cl)c(NC(=O)c3ccccc3)c2)c1	16.0%
Cc1ccc(OCC(=O)Nc2ccccc2C(F)(F)F)c(C)c1	11.0%
CCOC(=O)C1=C(C)N(CCOC)C(=O)/C1=C\c1sccc1C	4.0%
COc1c2c(nc3ccccc13)OC(C(C)(O)COC(C)=O)C2 (stereo not drawn)	0.0%
O=C(/C=C/Nc1ccccc1NS(=O)(=O)Cc1ccccc1)c1ccc2c(c1)OCO2	8.0%
O=C(Nc1ccc2oc(-c3cccc(Cl)c3)nc2c1)c1sc2ccccc2c1Cl	20.0%
Cc1cccc(NC(=O)/C(C#N)=C/c2ccc(-c3ccc(C)cc3Br)o2)c1	6.0%
S=c1[nH]nc(-c2ccccc2)n1/N=C/c1ccc2c(c1)OCO2	14.0%
Cc1cc2nc(-c3ccc(NC(=O)c4ccc(-c5ccccc5[N+](=O)[O-])o4)cc3)oc2cc1C	52.0%*
O=C(CN(c1ccccc1)S(=O)(=O)c1ccccc1[N+](=O)[O-])N1CCOCC1	9.0%
COc1ccc(N(CC(=O)Nc2cccc(Br)c2)S(=O)(=O)c2ccccc2)cc1Cl	3.0%
C=CCc1cccc(/C=N/NC(=O)N/N=C/c2cccc(CC=C)c2O)c1O	15.0%
COc1ccc(C(=O)NN=C2CCN(Cc3ccccc3)CC2)cc1OC	2.0%
O=S(=O)(Nc1cc(Cl)cc(Cl)c1)c1ccc(F)cc1	0.0%
O=[N+]([O-])c1ccc(S(=O)(=O)N2CCSC2c2ccc3c4c(cccc24)CC3)cc1 (stereo not drawn)	22.0%
CCOc1ccc(N2C(=O)/C(=C/c3cc(C)n(-c4cccnc4)c3C)C(=O)NC2=S)cc1	16.0%
CCOC(=O)c1c(NC(=O)/C=C/c2ccc(OC)c(OC)c2)sc2c1CCCC2	7.0%
C=CCc1ccc(OCCCOc2ccccc2C=O)c(OC)c1	20.0%
COc1ccc(OC)c(/C=C2/C=C(c3ccc(OC)cc3OC)OC2=O)c1	4.0%
COC(=O)c1c(NC(=O)COc2ccccc2)sc2c1C(C(=O)OC)CC2 (stereo not drawn)	29.0%
O=C(N/N=C/c1ccc(O)cc1O)c1ccccc1	4.0%
Cc1ccc(CNC(=O)c2cccc(C(=O)NCc3ccc(C)cc3)c2)cc1	9.0%
O=C1N=C(N2CCN(c3cccc4ccccc34)CC2)S/C1=C\c1ccccc1	13.0%
COc1cc(/C=C2/C(=O)NN(c3ccc(Br)cc3)C2=O)c([N+](=O)[O-])cc1OC	19.0%
COC(=O)c1cccc(NC(=O)/C(=C\c2cccc([N+](=O)[O-])c2)NC(=O)c2ccc(Br)cc2)c1	26.0%
CC(=O)N(C(C)=O)c1ccc(-c2ccco2)cc1	16.0%
NNC(=O)c1sc2cccc(Cl)c2c1Cl	19.0%
CC1(C)CC(C(CC#N)Cc2ccccc2)CCO1 (stereo not drawn)	5.0%
COC(=O)C1=C(C)NC(C)=C(C(=O)OC)C1c1cn(-c2ccccc2)nc1-c1ccc(S(=O)(=O)N2CCOCC2)cc1	3.0%
CCOC(=O)C1CCN(C2=NC(=O)/C(=C\c3ccc(C(C)(C)C)cc3)S2)CC1	14.0%
CNC(=S)N(CCc1ccc(S(N)(=O)=O)cc1)C1CC(=O)N(c2ccc(F)cc2)C1=O (stereo not drawn)	0.0%
Cc1csc(NC(=O)c2cc(-c3ccc(Br)cc3)nc3ccccc23)n1	0.0%
COc1ccc(-c2cc(C(F)(F)F)n3nc(C(=O)Nc4cccc(O)c4)c(Cl)c3n2)cc1	0.0%
O=C(COc1ccc(Br)cc1)Nc1ccccc1C(F)(F)F	5.0%
Cn1c(=O)c2c(nc(N3CCCCC3)n2C)n(C)c1=O	1.0%
CCOc1cc(OCC)c(/C=C2\C(=O)NC(=S)N(c3ccccc3)C2=O)cc1Br	16.0%
COc1cc([N+](=O)[O-])ccc1NC(=O)c1cccc2ccccc12	26.0%
CC(C)Oc1ccc(-c2nc3sc4c(c3c(=O)[nH]2)CCCC4)cc1	0.0%
COc1ccc(C=Nc2cnn(C)c2C(=O)Nc2ccccc2)cc1	9.0%
O=C(COc1ccc([N+](=O)[O-])cc1)Nc1ccc2c(c1)C(=O)c1ccccc1C2=O	41.0%
Cc1ccc2c(c1)C(=O)CC(O)(C(F)(F)F)O2 (stereo not drawn)	2.0%
Cc1cc(C)n(-c2cc(N/N=C/c3cccc(Cl)c3)nc(C)n2)n1	7.0%
Cc1ccc(NC(=O)c2c(-c3ccccc3Cl)noc2C)nc1	0.0%
O=C(Nc1cccc(-c2nc3ccccc3o2)c1)c1ccc(N2C(=O)C3C4C=CC(C4)C3C2=O)cc1 (stereo not drawn)	10.0%
Following part
SMILES	RNase H inhibition
CC(=O)Nc1ccn(-c2ccccc2)n1	37.0%
O=C(N/N=C/c1ccc(O)cc1)c1ccc(O)cc1O	12.0%
CCOC(=O)c1c(NC(=O)C(CC(C)C)N2C(=O)c3ccccc3C2=O)sc2c1CCC2 (stereo not drawn)	20.0%
CC1CCCN(C(=O)c2ccccc2NC(=O)c2ccc(Cl)cc2)C1 (stereo not drawn)	2.0%
COc1ccc(-c2csc(Nc3ccc(I)cc3)n2)cc1F	13.0%
O=C(/C=C/c1ccccc1)NCc1ccc(F)cc1	15.0%
COc1ccc(/C=C2\C(=O)NC(=O)N(c3ccc(C)cc3)C2=O)cc1C	13.0%
Cn1/c(=N/N=C/c2cccc(Cl)c2Cl)sc2ccccc21	11.0%
CCCN(CCC)CC(=O)Nc1cccc2c1OCO2	6.0%
Cc1ccc(S(=O)(=O)N2CCC(C(=O)O)CC2)cc1	2.0%
O=CN1CCN(Cc2ccc(Cl)c(Cl)c2)CC1	8.0%
C=CCNC(=O)c1ccc(-c2cccc([N+](=O)[O-])c2)o1	10.0%
COc1cc(Br)cc(/C=N/NC(=O)C(C)Nc2cccc3ccccc23)c1O (stereo not drawn)	8.0%
Cc1ccccc1NC(=O)CSCc1ccccc1	7.0%
Cc1ccoc1C(=O)Nc1ccccc1	3.0%

Three records picked at random from the list so far, as already listed:
SMILES	RNase H inhibition
O=C(/C=C/c1ccccc1)NCc1ccc(F)cc1	15.0%
Cc1ccoc1C(=O)Nc1ccccc1	3.0%
O=C(N/N=C/c1ccc(O)cc1)c1ccc(O)cc1O	12.0%

The list goes on.
SMILES	RNase H inhibition
O=C(Nc1ccccc1O)c1ccc(C(=O)c2ccccc2)o1	0.0%
COc1cc(NC(=O)c2ccc([N+](=O)[O-])cc2)ccc1NC(=O)c1cc2ccccc2o1	19.0%
COc1ccc(N2C(=O)NC(=O)/C(=C/c3ccc(-c4ccc(F)cc4)o3)C2=O)cc1	15.0%
COc1ccc(OCCNc2cc(N3CCN(CCO)CC3)ccc2[N+](=O)[O-])cc1	15.0%
CCOC(=O)CCC(=O)Nc1ccc(S(=O)(=O)Nc2ccc(F)cc2)cc1	11.0%
CN(C)c1ccc(C=Nc2cccc(C(N)=O)c2)cc1	8.0%
C=CCn1c(SCCC)nc2sc3c(c2c1=O)CCc1ccccc1-3	13.0%
Cc1ccccc1NC(=O)c1c(O)c2ccccc2[nH]c1=O	5.0%
CN(C)c1ccc(/C=C2\N=C(c3cccc(Cl)c3)OC2=O)cc1	9.0%
CCc1c(C)sc(NC(=O)c2ccc([N+](=O)[O-])cc2Cl)c1C(N)=O	22.0%
Cc1cc(C)cc(NC(=O)Cn2cc(C=O)c3ccccc32)c1	20.0%
COc1ccc(CN2CCN(Cc3ccccc3C(F)(F)F)CC2)cc1	9.0%
O=C(Nc1ncc(Cc2ccc(F)cc2)s1)c1ccc(OCc2ccccc2)cc1	46.0%
CCc1c(C)c(C#N)c2nc3ccccc3n2c1NCc1ccccc1	17.0%
Cn1c2c(c3cc(F)ccc31)CCCC2=O	17.0%
Cc1ccc(C(O)(c2ccccc2)c2ccccc2C(C)N(C)C)c(C)c1 (stereo not drawn)	26.0%
Cc1ccc(S(=O)(=O)/N=C2/C=C(Sc3nnnn3-c3ccccc3)C(=O)c3ccccc32)cc1	43.0%
N#CC1=C(SCc2ccccc2)NC(=O)C(C#N)C12CCCCC2 (stereo not drawn)	3.0%
CCOC(=O)c1ccc(NC(=S)Nc2c(C)n(C)n(-c3ccccc3)c2=O)cc1	4.0%
Cc1csc(N/N=C/c2ccccc2Br)n1	30.0%
O=C1CC(N2CCN(c3ccccc3F)CC2)C(=O)N1c1ccccc1 (stereo not drawn)	0.0%
O=C(c1cc(F)c(F)cc1Cl)N1CCN(c2ccc([N+](=O)[O-])cc2)CC1	5.0%
O=C(N/N=C/c1cc2c(cc1Cl)OCO2)/C(=C\c1ccc2c(c1)OCO2)NC(=O)c1ccccc1	15.0%
O=C(O)CCN1C(=O)c2ccc(C(=O)c3cccc([N+](=O)[O-])c3)cc2C1=O	38.0%
Cc1cc([N+](=O)[O-])ccc1N=Cc1cccc(O)c1O	15.0%
CCN(CC)c1ccc(/C=N/NC(=O)c2cc(Br)cc(Br)c2O)cc1	10.0%
CC(C)NC(=O)C(=O)NNC(=O)C(C)(C)C	0.0%
COc1ccc(N2C(=O)NC(=O)/C(=C\c3ccc(F)cc3)C2=O)cc1	9.0%
COc1ccc(C(=O)Oc2ccc3c(C)cc(=O)oc3c2C(C)=O)cc1OC	7.0%
CC1=C(C(=O)OCC2CCCO2)C(c2ccccc2OCc2ccccc2)NC(=O)N1 (stereo not drawn)	10.0%

Exported with each value named: two of the compounds above.
compound: O=C(c1cc(F)c(F)cc1Cl)N1CCN(c2ccc([N+](=O)[O-])cc2)CC1
  RNase H inhibition: 5.0%

compound: O=C(N/N=C/c1cc2c(cc1Cl)OCO2)/C(=C\c1ccc2c(c1)OCO2)NC(=O)c1ccccc1
  RNase H inhibition: 15.0%

(further entries)
SMILES	RNase H inhibition
CC(=O)Nc1ccc(C(=O)Nc2ccc(Br)cc2C)cc1	0.0%
O=C1CC(Nc2ccc(F)cc2)C(=O)N1c1cccc(Cl)c1 (stereo not drawn)	9.0%
O=S(=O)(c1ccc2ccccc2c1)N1CCc2ccccc2C1	11.0%
O=C(O)c1ccccc1-c1ccccc1C(=O)Nc1ccc(Br)cn1	12.0%
Cc1cccc(NC(=S)NC(=O)c2ccc(I)cc2)c1	8.0%
CCc1ccc(C(c2ccc(CC)o2)c2cc3c(cc2[N+](=O)[O-])OCO3)o1	22.0%
COc1ccc(C(=O)Nc2ccccc2C(=O)N2CCOCC2)cc1	11.0%
CCOC(=O)C1CCN(C2CC(=O)N(c3cccc(Cl)c3)C2=O)CC1 (stereo not drawn)	7.0%
N/C(=N\OC(=O)c1ccc([N+](=O)[O-])cc1Cl)c1cccc([N+](=O)[O-])c1	9.0%
C(=N\Nc1nc(N2CCOCC2)nc(N2CCOCC2)n1)/c1c2ccccc2cc2ccccc12	5.0%
CCOC(=O)N1CCN(C(=O)Nc2ccccc2)CC1	4.0%
Cc1ccccc1C(=O)Nc1cccc(N)c1	10.0%
CC1=C(C(=O)OCCc2ccccc2)C(c2ccncc2)C2=C(CC(c3ccccc3)CC2=O)N1 (stereo not drawn)	12.0%
C(=NCc1cccnc1)c1ccc2c(c1)OCO2	3.0%
CC1(C)CC(=O)CC(=NCC(=O)O)C1	10.0%

Grouped by structure: those above containing a COOH group
SMILES	RNase H inhibition
Cc1ccc(S(=O)(=O)N2CCC(C(=O)O)CC2)cc1	2.0%
O=C(O)CCN1C(=O)c2ccc(C(=O)c3cccc([N+](=O)[O-])c3)cc2C1=O	38.0%
O=C(O)c1ccccc1-c1ccccc1C(=O)Nc1ccc(Br)cn1	12.0%
CC1(C)CC(=O)CC(=NCC(=O)O)C1	10.0%

The list goes on.
SMILES	RNase H inhibition
Cc1cc(/C=N/n2cnnc2)c(C)n1-c1cccc(Cl)c1	41.0%
Cc1ccc(S(=O)(=O)N(CC(=O)Nc2ccccc2F)c2ccc(C)cc2C)cc1	8.0%
O=C(NC(=S)Nc1ccccc1C(F)(F)F)c1ccc(Br)cc1	19.0%
CCCCOC(=O)C1=C(C)N(C)C(=O)NC1c1cc(Cl)c(O)c(OC)c1 (stereo not drawn)	22.0%
Cc1ccc(Cl)c(OC(=O)/C=C/c2ccccc2)c1	0.0%
N#C/C(=C\c1ccc(Cl)cc1Cl)c1ccc([N+](=O)[O-])cc1	26.0%
COc1ccccc1NC(=O)Nc1nnc(-c2ccccc2SCc2ccccc2)s1	7.0%
COC(=O)Nc1sc(C)nc1-c1ccccc1	4.0%
OCc1cccc(N=Cc2cccc(Cl)c2Cl)c1	29.0%
CSc1ccc(/C=C/C(=O)c2ccc(NC(=O)c3ccco3)cc2)cc1	13.0%

As entered above:
`COc1ccc(C(=O)Oc2ccc3c(C)cc(=O)oc3c2C(C)=O)cc1OC` in RNase H inhibition → 7.0%
`O=C(NC(=S)Nc1ccccc1C(F)(F)F)c1ccc(Br)cc1` in RNase H inhibition → 19.0%
`CNC(=S)N(CCc1ccc(S(N)(=O)=O)cc1)C1CC(=O)N(c2ccc(F)cc2)C1=O` (stereo not drawn) in RNase H inhibition → 0.0%

Screening data as filed in PubChem.
